Assay outcomes from PubChem BioAssay.
Gli-Sufu block = Gli-Sufu pathway antagonism; Sufu-KO-LIGHT fibroblasts, Gli luciferase reporter luminescence; inhibition, % at 5 µM; 0.74% of 340,000 active;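 active = inhibition above about 55%, limit read from the data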;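 note: 0% = DMSO-treated cells and 100% = wells with medium but no cells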
UPR CHOP act = apoptotic UPR (CHOP) activation. CHO-CHOP luciferase reporter, luminescence; percent of tunicamycin response over DMSO baseline. activation, % at 10 µM. 0.34% of 330,000 active. AID 449763;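 active = at 10 µM dose, activation of 40% or more, normalized to positive control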;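 note: 100% = tunicamycin at 10 µg/mL and 0% = DMSO alone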
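assay system = CHO CHOP reporter cells | amount = 500 CHO-CHOP cells per well | buffer or medium = F12 with 10% FBS | incubation = 16-18 h cell attachment, then 6 h compound exposure, 37 °C | detection = luminescence read with Steady-Glo | read-out = percent activation relative to tunicamycin control | controls = tunicamycin high control, DMSO low control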
Jurkat NFkB inh = inhibitors of the PMA/ionomycin-induced NF-kB reporter in Jurkat cells | PMA/ionomycin-induced NF-kB luciferase reporter, luminescence | AID 435003 | inhibition, % at 4 µM | 0.53% of 330,000 active; in the data active = inhibition above about 50%
UPR XBP1 act = activators of adaptive arm of unfolded protein response (XBP1); 0.33% of 330,000 active; activation, % at 20 µM; CHO-XBP1 luciferase reporter, IRE1-XBP1 UPR activation, luminescence; percent of tunicamycin response, DMSO as zero;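 active = versus positive control, 20 µM dose yields 30% or more activation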;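 note: 100% = tunicamycin at 10 µg/mL and 0% = DMSO only wells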
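Material: CHO-XBP1 cells stably carrying IRE1-XBP1-driven luciferase reporter / Amount: 1000 cells per well / Compound: 20 µM, 1% DMSO / Times: 6 h treatment, 37 °C / Detection: luciferase luminescence / Measure: % activation of reporter signal versus tunicamycin and DMSO controls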
697 NFkB inh = inhibitors of the PMA/ionomycin-induced NF-kB reporter in 697 B cells; inhibition, % at 4 µM; 0.33% of 330,000 active; 697 B-cell NF-kB luciferase reporter, 16 h; AID 435022; in the data active = inhibition above about 35%
EBI2 block = antagonists of human EBI2 receptor; 0.81% of 360,000 active; inhibition, % at 5 µM; AID 651636; EBI2 beta-arrestin recruitment, luminescence, 7a,25-OHC stimulated; in the data active = inhibition above about 38%;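 note: enzyme fragment complementation signal reports receptor beta-arrestin coupling in cells; 0% = agonist plus DMSO wells and 100% = wells without agonist; some results beyond the cut were filed as inactive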
Target sequence (P32249 whole entry, looked up, the tested form may be a part): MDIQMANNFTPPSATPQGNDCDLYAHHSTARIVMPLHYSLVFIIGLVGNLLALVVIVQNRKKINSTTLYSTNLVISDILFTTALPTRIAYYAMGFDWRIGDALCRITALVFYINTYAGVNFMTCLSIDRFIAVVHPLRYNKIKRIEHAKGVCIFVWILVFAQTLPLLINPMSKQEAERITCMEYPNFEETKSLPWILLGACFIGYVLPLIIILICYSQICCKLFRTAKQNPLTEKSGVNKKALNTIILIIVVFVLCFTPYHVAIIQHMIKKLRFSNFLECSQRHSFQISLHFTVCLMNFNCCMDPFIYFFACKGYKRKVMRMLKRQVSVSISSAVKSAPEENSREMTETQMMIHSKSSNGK
CCR6 antagonist = blocks CCL20-driven beta-arrestin recruitment at human CCR6; 0.49% of 340,000 active; AID 493098; inhibition, % at 20 µM; CHO-K1 CCR6 PathHunter beta-arrestin, luminescence, CCL20-stimulated;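 active = compounds whose inhibition of the agonist-driven luminescence signal at 20 µM reaches about 50%, limit read from the data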;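 note: cells stimulated with CCL20 at 14 nM final; plate controls were DMSO with CCL20 for no effect and DMSO without agonist for full effect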
Target sequence (P51684 whole entry, looked up): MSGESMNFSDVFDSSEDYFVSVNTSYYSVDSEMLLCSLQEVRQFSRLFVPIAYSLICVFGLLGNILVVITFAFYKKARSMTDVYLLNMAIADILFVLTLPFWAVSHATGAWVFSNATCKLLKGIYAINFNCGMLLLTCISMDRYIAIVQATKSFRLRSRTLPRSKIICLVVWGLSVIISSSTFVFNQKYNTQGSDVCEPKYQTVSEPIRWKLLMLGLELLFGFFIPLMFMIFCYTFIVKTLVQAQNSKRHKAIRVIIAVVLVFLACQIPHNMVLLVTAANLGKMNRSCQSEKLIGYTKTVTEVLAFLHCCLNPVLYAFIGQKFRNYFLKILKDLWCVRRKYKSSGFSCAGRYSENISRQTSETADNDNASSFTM
CXCR6 block = blocks human CXCR6 beta-arrestin recruitment; O00574; CHO-K1 PathHunter CXCR6 beta-arrestin, luminescence; inhibition, % at 20 µM; 0.36% of 360,000 active; in the data active = inhibition above about 34%, passing the limit was not always enough;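 note: antagonist mode with CXCL16 agonist at 10 nM final; 0% = 10 nM CXCL16 with DMSO and 100% = unstimulated wells without agonist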
Target sequence (O00574 whole entry, looked up): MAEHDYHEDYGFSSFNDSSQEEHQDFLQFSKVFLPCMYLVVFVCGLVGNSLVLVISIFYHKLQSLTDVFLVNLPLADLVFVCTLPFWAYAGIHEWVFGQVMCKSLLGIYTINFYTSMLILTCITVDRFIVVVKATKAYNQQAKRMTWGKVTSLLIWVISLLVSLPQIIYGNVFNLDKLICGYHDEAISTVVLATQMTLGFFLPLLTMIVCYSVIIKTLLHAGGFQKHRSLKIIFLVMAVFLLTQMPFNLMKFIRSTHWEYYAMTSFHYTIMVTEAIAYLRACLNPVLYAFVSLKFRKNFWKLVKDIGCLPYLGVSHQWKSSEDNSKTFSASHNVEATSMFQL
Mdm2 MdmX PPI = disrupts the human Mdm2-MdmX interaction; O15151+Q00987; AID 485346; inhibition, % at 8 µM; 3% of 330,000 active; SaOS-2 split-luciferase Mdm2/MdmX complementation, luminescence;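 active = inhibition of at least 50% at 8 µM in the primary screen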
* hit, by the source's call; x = not tested or not shown.

SMILES	Gli-Sufu block	UPR CHOP act	Jurkat NFkB inh	UPR XBP1 act	697 NFkB inh	EBI2 block	CCR6 antagonist	CXCR6 block	Mdm2 MdmX PPI
Cn1c(=O)c(C#N)c(-c2ccc(F)cc2)c2cc(C(=O)c3cc(Cl)cc(Cl)c3O)cnc21	3.6	1.0	0.8	-0.9	4.8	5.0	18.5	4.9	82.8*
O=C(C1=C[C@@H]2[C@H]3C(=O)N(c4ccccc4Cl)C(=O)[C@H]3[C@@H](C(=O)c3ccc(Cl)cc3)N2C=C1)c1ccccc1	x	-1.6	4.6	2.5	-2.4	x	x	x	17.6
Cc1cccc(NC(=O)N(Cc2cc3cc(C)ccc3[nH]c2=O)CC2COCCO2)c1 (configuration not stated)	21.5	-1.1	-5.4	-4.7	4.0	1.8	10.3	-5.8	27.3
CCN(CC)S(=O)(=O)c1ccc(N2CCCC2)c(NC(=O)c2ccncc2)c1	-12.2	0.7	4.4	1.3	-9.2	2.2	-8.0	-3.2	2.5
O=C(Nc1nnc(-c2ccc3c(c2)OCCO3)o1)c1ccc(Cc2ccccc2)cc1	1.6	-1.7	5.3	-1.5	-1.7	-5.9	21.2	26.0	40.9
Cc1c(-c2ccccc2)c(-c2ccc(OCCN(C)C)cc2)n2ccccc12	-16.5	x	x	x	x	3.4	7.8	-13.8	x
CCN=C(Nc1ccc(Cl)cc1)c1cccnc1	0.6	-0.4	8.5	-0.2	1.8	-4.7	6.3	1.2	-16.6
CCN1CCN(c2ccc(S(=O)(=O)N3CCCCC3)cc2NC(=O)Cc2ccc(OC)cc2)CC1	8.2	1.1	13.4	-1.7	8.3	8.4	9.9	6.4	11.8
O=C(CCCN1C(=O)S/C(=C\C=C\c2ccccc2)C1=O)Nc1ccc(O)cc1	30.8	63.9*	-32.5	10.8	39.5*	10.7	4.0	-9.5	53.3*
N/C(COc1ncn(-c2ccccc2)n1)=N\S(=O)(=O)c1ccc(Cl)cc1Cl	12.1	-0.6	-6.3	0.1	3.6	-0.3	0.8	-12.8	11.5
CCN(CC(=O)NCc1cccs1)C(=O)c1cccc(S(=O)(=O)N(C)C)c1	-3.0	1.1	2.9	-0.9	2.1	-17.4	6.5	-5.8	10.0
Cc1ccc(S(=O)(=O)N2CCC(C(=O)NNC(=O)c3ccccc3O)CC2)cc1	0.5	1.8	15.3	-2.3	25.0	1.3	0.8	-3.5	11.4
O=C(OCCC1Oc2cccnc2NC1=O)c1ccc(Cl)cc1 (configuration not stated)	-0.7	1.2	-7.4	0.1	-0.9	3.6	7.9	-5.1	12.9
CCN(CC(=O)Nc1ccc2c(c1)OCO2)S(=O)(=O)c1ccccc1	-11.7	-0.9	6.1	-5.4	12.5	-0.9	12.1	-1.3	13.6
O=C(COC(=O)/C=C/c1cccs1)Nc1ccc(Cl)cc1F	3.6	-0.9	-19.0	0.0	-15.0	-0.9	10.7	-5.3	7.1
CCOC(=O)c1ccc(NC(=O)Cn2nnc(-c3ccccc3F)n2)cc1	-6.4	-2.0	2.9	-2.8	1.1	2.0	7.6	-8.1	20.2
COCCn1nnnc1C(C(C)C)N1CCN(C(=O)c2ccco2)CC1 (configuration not stated)	2.3	-1.7	6.1	-0.6	20.3	-14.9	-20.6	-3.5	7.8
Cc1ccc(C2SCC(C(=O)O)N2C(=O)c2ccc(F)cc2)cc1 (configuration not stated)	0.1	0.7	1.3	-0.4	-8.2	-3.5	-0.9	-0.7	18.5
C(=NOCCc1ccccc1)c1ccccn1	-67.8	x	x	x	x	-2.9	13.2	-2.3	x
O=C(c1ccc(Br)cc1)N1CCCc2ccccc21	3.3	2.0	-11.4	-0.5	-22.6	10.7	11.7	12.1	0.3
O=C(Nc1ccc(F)c(F)c1)c1ccc(F)c(S(=O)(=O)N2CCOCC2)c1	x	-0.5	5.3	0.4	-1.4	x	x	x	-2.0
COC(=O)c1ccc(CSc2nnc(NC(=O)C3CCCO3)s2)cc1 (configuration not stated)	1.0	-0.9	-5.9	0.5	11.3	0.4	-16.4	-8.1	8.4
O=C1C(=O)N(CCO)C(c2ccc(Br)cc2)/C1=C(\O)c1ccccc1 (configuration not stated)	-3.9	0.7	2.5	-1.7	13.9	-8.6	8.0	11.3	15.8
C/C(=N\NC(=O)CCCC(=O)O)c1c(-c2ccccc2)c2cc(Cl)ccc2[nH]c1=O	4.3	1.8	7.3	0.8	-3.5	-10.5	8.6	4.3	-20.1
CC(C)CCNC(=O)c1ccc(NC(=O)C2=CSCCO2)cc1	-3.3	3.7	-36.7	-1.9	-28.2	-6.5	-3.3	-5.0	-14.9

Reprinted from the part before: 5 compounds, then new ones.
SMILES	Gli-Sufu block	UPR CHOP act	Jurkat NFkB inh	UPR XBP1 act	697 NFkB inh	EBI2 block	CCR6 antagonist	CXCR6 block	Mdm2 MdmX PPI
O=C(Nc1ccc(F)c(F)c1)c1ccc(F)c(S(=O)(=O)N2CCOCC2)c1	x	-0.5	5.3	0.4	-1.4	x	x	x	-2.0
COC(=O)c1ccc(CSc2nnc(NC(=O)C3CCCO3)s2)cc1 (configuration not stated)	1.0	-0.9	-5.9	0.5	11.3	0.4	-16.4	-8.1	8.4
O=C1C(=O)N(CCO)C(c2ccc(Br)cc2)/C1=C(\O)c1ccccc1 (configuration not stated)	-3.9	0.7	2.5	-1.7	13.9	-8.6	8.0	11.3	15.8
C/C(=N\NC(=O)CCCC(=O)O)c1c(-c2ccccc2)c2cc(Cl)ccc2[nH]c1=O	4.3	1.8	7.3	0.8	-3.5	-10.5	8.6	4.3	-20.1
CC(C)CCNC(=O)c1ccc(NC(=O)C2=CSCCO2)cc1	-3.3	3.7	-36.7	-1.9	-28.2	-6.5	-3.3	-5.0	-14.9
CCN(CC)CCN(C)Cc1ccc(Br)cc1	0.9	-1.0	2.8	-0.4	7.3	-17.3	8.1	7.9	14.9
O=C1CC(c2ccco2)Cc2nc(Nc3nc(-c4ccccc4)c4ccccc4n3)ncc21 (configuration not stated)	5.4	1.6	-33.4	-4.9	-43.5	15.4	8.3	4.7	20.7
CCOC(=O)c1ccc(NC(=O)N2CC(C)OC(C)C2)cc1 (configuration not stated)	-2.2	-0.2	7.4	0.4	8.5	-2.6	0.7	8.2	0.6
CCCCn1c(CN2CCN(c3cccc(Cl)c3)CC2)nc2c1c(=O)[nH]c(=O)n2C	14.2	-2.7	48.4	0.7	-71.8	10.0	19.5	9.5	53.4*
CC(C)COc1nc2ccccc2c(=O)n1OCC(=O)O	15.8	0.7	1.5	-0.9	5.6	-2.4	4.7	-20.1	14.8
CC(=O)c1ccc(COC(=O)c2ccccc2NC(=O)C(C)C)cc1	x	-1.4	-10.1	-1.9	18.0	x	x	x	-26.4
C=Cc1ccc(C2=CC(=O)C[C@H](c3ccc(OC)cc3)C2)cc1	-18.3	0.5	-16.0	-1.6	-16.6	77.1*	13.9	-4.8	-31.9
COc1cc2c(c(OC)c1OC)C(=O)CO2	5.0	x	x	x	x	-3.5	-3.1	-0.9	x
CCOC(=O)Cn1c2c(c(=N)c3ccccc31)CCC2	17.4	1.7	-1.2	-1.1	-5.8	2.1	37.9	9.4	3.8
C=CCn1c(CSc2ccc(C)cc2)n[nH]c1=S	5.9	-1.0	5.5	-1.2	-12.3	-4.3	-5.9	-2.9	0.5
CC1(C)CC(=O)c2cnc(N3CCc4ccccc4C3)nc2C1	-107.8	3.1	-100.0	2.2	-240.7	10.7	9.4	-15.5	-31.4
COc1cc(OC)cc(-c2nc3nc(C)c(CCC(=O)O)c(C)n3n2)c1	2.6	-0.3	-1.3	-0.7	17.8	-6.8	1.1	1.0	3.0
Cc1ccc(C)c(NCCC#N)c1	1.5	0.3	-3.8	-0.8	8.4	-8.5	-4.2	3.1	-0.4
CCc1nnc(NC(=O)CCC(=O)N2CCN(c3cc(C)ccc3C)CC2)s1	-7.5	0.1	-2.6	-3.8	3.3	10.6	3.0	-2.3	13.7
CC(Oc1ccccc1)C(=O)Nc1nc2c(s1)C(=O)CC(C)(C)C2 (configuration not stated)	4.0	3.1	5.4	-1.2	22.6	4.1	-10.6	-7.6	-18.8
COc1cccc(/C=N/NC(=O)c2c(-c3ccccc3)noc2C)c1	7.4	0.3	7.3	-0.6	-2.0	8.8	-2.8	0.6	12.0
COCCNC(=O)c1cc(OC)c(OC)cc1[N+](=O)[O-]	1.7	-1.1	-6.9	-2.5	9.6	-11.6	4.9	-0.6	-14.0
COC(=O)C1=C(C)NC(=O)C1(NS(=O)(=O)c1ccc(C)cc1)C(F)(F)F (configuration not stated)	-6.8	-1.3	-0.4	0.1	7.9	-2.4	0.2	0.1	14.7
Cc1c(C#N)c(SCC(N)=O)nc2c1CCCC2	-1.4	0.7	4.3	2.8	-2.4	7.4	5.6	-8.1	14.2
CCNC(=O)NC(=O)CSc1nc2ccccc2n1CC(C)C	19.3	-1.3	6.6	0.6	6.1	-2.6	8.2	-4.8	-14.4
CCCn1c(N)c(C(=O)COC(=O)CNC(=O)c2ccc(C)c(C)c2)c(=O)n(C)c1=O	0.6	-1.5	8.7	-0.2	14.4	-1.3	2.1	5.1	2.0
COC(=O)c1ccc(N)nc1	1.0	0.0	5.0	-0.2	10.2	-8.0	-7.4	1.4	2.7
CCOC(=O)c1c(NC(=O)CSc2nc3ccccc3o2)sc(C(C)=O)c1C	-8.6	2.2	-6.8	-0.8	-19.8	11.6	8.8	-9.9	1.0
Cc1ccc(S(=O)(=O)N2CCOCC2)cc1C(=O)Nc1cc(Cl)ccc1N1CCOCC1	1.2	0.9	3.5	-2.2	-0.2	12.0	13.8	1.6	-12.4
COc1ccc(OCCCC(=O)Nc2cccc(C(C)=O)c2)cc1	-1.0	-0.2	10.9	-2.6	5.6	-18.8	15.4	2.4	13.6

Later entries.
SMILES	Gli-Sufu block	UPR CHOP act	Jurkat NFkB inh	UPR XBP1 act	697 NFkB inh	EBI2 block	CCR6 antagonist	CXCR6 block	Mdm2 MdmX PPI
CCCN1CCN(C(=O)Nc2ccc(OCC)cc2)CC1	-5.2	-1.3	-14.3	2.6	-4.2	2.0	3.7	-2.4	-14.0
COc1ccc(/C(C)=N/OCC(=O)N2CC3(C)CC2CC(C)(C)C3)cc1 (configuration not stated)	4.4	x	x	x	x	9.2	7.5	3.8	x
Cc1cc(F)ccc1S(=O)(=O)N1CCCOC1CNC(=O)C(=O)NC1CCCC1 (configuration not stated)	-9.8	-1.4	6.7	-4.5	-18.6	1.9	9.1	-2.0	28.8
Cc1cc(C)c(OCC(=O)OCC(=O)N(C)C2CCS(=O)(=O)C2)c(C)c1 (configuration not stated)	-13.5	2.0	-6.4	-2.2	-11.3	5.1	12.9	-4.5	-10.0
O=C(OCC(=O)N(C1CCCCC1)C1CCCCC1)c1cnccn1	0.6	-1.1	0.8	-2.7	12.6	-9.4	19.9	10.0	23.1
COc1cc2c(cc1OC)CN(C(=O)/C=C/c1ccccc1[N+](=O)[O-])CC2	2.8	0.6	45.6	-1.4	-13.3	3.0	2.3	-5.1	60.6*
CCOC(=O)N1CCN(Cc2nc3cc([N+](=O)[O-])ccc3n2CC)CC1	12.0	-0.8	19.7	1.1	-13.3	-9.3	11.6	-0.7	19.0
CS(=O)(=O)N1CCN(c2ccc(NC(=O)CSc3nnc(-c4ccco4)o3)cc2)CC1	2.2	0.7	-10.8	1.7	-1.0	1.6	9.1	2.5	-1.2
N#Cc1ccc(Cl)cc1NC(=O)COC(=O)c1ccc(S(=O)(=O)N2CCCC2)cc1	0.7	-0.9	9.7	0.3	14.1	0.9	-14.8	-0.5	12.8
Cc1ccc(S(=O)(=O)NC(=O)NCc2ccccn2)cc1	-7.5	-0.4	3.7	-1.3	6.9	10.1	7.2	-3.8	-5.4
